# M4 PAM: positive allosteric modulators of human muscarinic M4 receptor; CHO-K1 hM4/Gqi5, Fluo-8 calcium fluorescence, ACh EC20; 0% = ACh EC20, 100% = maximal ACh; 360,000 tested, 0.4% active; activation, % at 3 µM; P08173;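 active = activation above its plate's cutoff, the mean activation of sample wells plus 3 SD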; note: some results filed as inactive read as strong as hits
# Target sequence (P08173 whole entry, looked up): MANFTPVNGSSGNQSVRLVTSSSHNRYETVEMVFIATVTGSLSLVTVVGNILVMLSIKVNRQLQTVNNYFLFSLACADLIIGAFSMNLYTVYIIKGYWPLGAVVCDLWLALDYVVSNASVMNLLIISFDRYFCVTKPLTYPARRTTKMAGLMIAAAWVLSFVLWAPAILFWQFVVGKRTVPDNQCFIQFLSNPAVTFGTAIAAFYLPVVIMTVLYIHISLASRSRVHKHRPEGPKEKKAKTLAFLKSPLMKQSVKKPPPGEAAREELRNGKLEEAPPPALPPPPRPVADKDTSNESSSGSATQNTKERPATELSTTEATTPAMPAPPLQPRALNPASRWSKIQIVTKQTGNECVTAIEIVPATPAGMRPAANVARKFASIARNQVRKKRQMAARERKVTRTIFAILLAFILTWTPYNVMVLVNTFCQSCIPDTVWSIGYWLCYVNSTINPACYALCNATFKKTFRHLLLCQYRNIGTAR
# CHRM5 agonist: CHRM5 agonism in calcium assay | P08912 | CHO-K1 hM5 cells, Fluo-8 calcium fluorescence; 0% DMSO wells, 100% maximal acetylcholine response | activation, % at 3 µM | 360,000 tested, 0.19% active | AID 624037;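 active = activation above the run's mean over test compounds plus 3 SD, cut at about 23% in these data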;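 note: signal is peak over basal fluorescence ratio across the kinetic read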
# M5 antag: antagonists of human muscarinic M5 receptor (CHRM5); P08912; CHO-hM5 cells, Fluo-8 calcium fluorescence, ACh EC80; inhibition, % at 3 µM; 360,000 tested, 0.59% active; AID 624040;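 active = inhibition above a per-plate cutoff, the mean of that plate's test compounds plus 3 SD, cut at about 27% in these data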;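 note: 0% = acetylcholine EC80 with DMSO and 100% = DMSO without agonist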
# CHRM4 antagonist: CHRM4 antagonism in calcium assay. P08173. CHO-hM4 cells, ACh EC80, Fluo-8 calcium fluorescence. inhibition, % at 3 µM. 360,000 tested, 0.73% active;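 active = inhibition above its plate's cutoff, the mean inhibition of sample wells plus 3 SD, cut at about 27% in these data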;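 note: 0% = acetylcholine EC80 with DMSO and 100% = DMSO without agonist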
# CRFBP-R2 agonist: agonists of human CRF-binding protein/CRF-R2 receptor complex; HEK293 CRF-R2/CRF-BP, calcium dye fluorescence (FLIPR); percent of saturating CRF peptide response; 350,000 tested, 0.46% active; AID 588473; activation, % at 13.2 µM;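 active = activation of at least 50%, plus an integration ratio under a set limit after plate pattern correction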;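 note: plate controls were neutral control wells without compound for no effect and CRF at EC100 for full effect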
# M4 ag: CHRM4 agonism in calcium assay; CHO-K1 hM4/Gqi5, Fluo-8 calcium fluorescence; vehicle 0%, full acetylcholine response 100%; activation, % at 3 µM; 360,000 tested, 0.14% active; AID 624127;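 active = activation above the run mean over all test wells plus 3 SD, cut at about 32% in these data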;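 note: peak over basal fluorescence ratio per well then scaled between controls; 0% = DMSO wells and 100% = acetylcholine at EC100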
# M1 PAM: potentiates human M1 receptor response to acetylcholine | activation, % at 3 µM | 360,000 tested, 0.088% active | CHO-K1 hM1, Fluo-8 calcium fluorescence, ACh EC20; 0% = ACh EC20, 100% = maximal ACh | P11229; in the data active = activation above about 19%, passing the limit was not always enough
# Target sequence (P11229 whole entry, looked up): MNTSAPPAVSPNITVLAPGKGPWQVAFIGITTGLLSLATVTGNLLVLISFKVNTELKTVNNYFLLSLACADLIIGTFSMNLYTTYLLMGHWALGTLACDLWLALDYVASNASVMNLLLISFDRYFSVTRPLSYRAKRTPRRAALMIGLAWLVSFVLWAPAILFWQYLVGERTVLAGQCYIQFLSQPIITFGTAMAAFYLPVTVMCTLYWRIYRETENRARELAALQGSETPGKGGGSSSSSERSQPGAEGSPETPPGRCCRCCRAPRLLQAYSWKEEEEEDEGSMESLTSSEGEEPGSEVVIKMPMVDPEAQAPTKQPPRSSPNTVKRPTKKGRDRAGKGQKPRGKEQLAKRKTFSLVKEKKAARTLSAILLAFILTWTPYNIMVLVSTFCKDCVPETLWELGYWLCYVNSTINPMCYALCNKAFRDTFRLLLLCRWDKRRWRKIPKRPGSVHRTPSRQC
# M5 PAM: positive allosteric modulators of human muscarinic M5 receptor; P08912; CHO-K1 hM5, Fluo-8 calcium, ACh EC20 PAM; 0% = ACh EC20, 100% = ACh EC100; activation, % at 3 µM; 360,000 tested, 0.3% active; AID 624038;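 active = activation above the run cutoff, the mean activation of all test compounds plus 3 SD, cut at about 18% in these data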
#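 system = human M5 receptor in CHO-K1 cells | reagent = EC20 acetylcholine as agonist stimulus | compound dosing = single-point, 3 µM nominal | incubation = Fluo-8 loading 80 min at 37 °C plus 30 min room temperature | detection = Fluo-8 calcium dye fluorescence, kinetic read | benchmarks = low control EC20 acetylcholine (0%), high control EC100 acetylcholine (100%)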
# M1 antag: antagonists of human M1 muscarinic receptor; CHO-K1 hM1, Fluo-8 calcium fluorescence, ACh EC80 antagonist; inhibition, % at 3 µM; 360,000 tested, 1.3% active;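 active = percent inhibition above its own plate's cutoff, namely the mean of that plate's compound wells plus 3 SD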;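 note: peak over basal fluorescence ratio during 140 s after agonist addition; 0% = ACh EC80 plus DMSO and 100% = DMSO alone without agonist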
# Starred values were filed as active, the others as inactive; . = no result given.
# The line under a structure holds: M4 PAM	CHRM5 agonist	M5 antag	CHRM4 antagonist	CRFBP-R2 agonist	M4 ag	M1 PAM	M5 PAM	M1 antag
[1] CC1CCN(C(=O)COC(=O)Cc2ccc(Br)cc2)CC1
 : 2	-4	3	-6	-3.0	0	11	0	-12
[2] CCOC(=O)CN1CC23C=CC(O2)C(C(=O)NC2CCCCCC2)C3C1=O (stereo unspecified)
 : -4	1	-2	-15	2.8	8	3	-8	-8
[3] COC(=O)c1sc(NC(=O)COc2cccnc2[N+](=O)[O-])c(C(=O)OC)c1C
 : -2	-1	10	3	-1.0	0	-2	-4	6
[4] COc1cc(C)c(C)cc1S(=O)(=O)N1CCCCC1c1cccnc1 (stereo unspecified)
 : -6	-8	-2	-19	-1.2	2	1	0	-13
[5] CCc1cccc(C)c1NC(=O)CCOc1ccccc1
 : 2	-1	-5	0	0.0	1	14	-1	-23
[6] CCn1c(SCC(=O)c2c(N)n(C3CC3)c(=O)[nH]c2=O)nnc1-c1ccoc1C
 : 5	2	0	2	0.6	2	0	11	6
[7] CN1CC2CCCC3(C1)C(=O)NC1(CCCCC1)N=C23 (stereo unspecified)
 : 2	-1	-7	-4	1.0	0	7	-2	-13
[8] COc1cc(C2NC(=O)c3ccccc3O2)cc(OC)c1OC (stereo unspecified)
 : -2	0	3	7	-2.1	2	5	-4	-6
[9] COc1ccc(C(=O)c2sc(Nc3ccccc3F)nc2N)cc1
 : 1	4	3	8	0.8	2	5	1	0
[10] COc1cccc(CN(CC(=O)NC2CCCC2)C(=O)c2csnn2)c1
 : -5	0	20	-7	-1.0	2	3	-4	-5
[11] Cc1cc(C)n(-c2nc3ccccc3nc2N2CCN(S(=O)(=O)c3ccc(F)c(C)c3)CC2)n1
 : -4	1	4	0	-0.2	0	-3	-10	-10
[12] O=C(Cc1ccc(NC(=O)C2CCCN(C(=O)C3CC3)C2)cc1)Nc1cccc(C(=O)N2CCCC2)c1 (stereo unspecified)
 : 4	-1	3	-2	-1.6	-1	3	6	-7
[13] COC(=O)c1ccc(-n2nnnc2SCC(=O)Nc2cc(OC)ccc2OC)cc1
 : 6	3	6	-3	-1.1	2	-4	-7	-2
[14] CN1CCN(C(=O)/C=C/c2c(F)cccc2Cl)CC1
 : 7	-1	1	3	-0.9	1	14	-1	-23
[15] CCCC(=O)N1CCN(c2ccc(NC(=O)c3cc4ccccc4o3)cc2)CC1
 : -6	1	4	4	-4.4	1	-4	-2	-20
[16] Cc1sc2ncnc(SCC(=O)N3CCOCC3)c2c1C
 : 11	6	3	-16	-3.0	3	15	-3	-18
[17] O=c1c2ccccc2c(/C=N/n2cnnc2)c(O)n1-c1ccccc1
 : 0	1	-2	-5	0.3	1	2	-2	-6
[18] C/C(=N\NC(=O)CNC(=O)c1ccco1)c1ccc(Br)cc1
 : 2	0	5	-8	-0.1	-1	7	1	-10
[19] O=C(COC(=O)c1ccc(Cl)cc1O)NCCN1C(=O)CSC1=O
 : -5	1	-5	-3	-1.4	2	4	7	-5
[20] CCC(=O)Nc1ccc(C(=O)CSc2nnc(-c3ccccc3F)n2C2CC2)cc1
 : 0	4	6	1	-0.8	5	-8	-4	16
[21] COc1ccccc1Oc1nc(-c2ccccc2)cc(C)c1S(C)(=O)=O
 : 6	-9	-16	-14	1.3	-1	2	14	-9
[22] C[C@@H]1CCC(=O)N(C[C@@H](C)CSc2ccc(Br)cc2)CC1
 : 3	-1	3	-7	-0.9	6	-6	-11	3
[23] CC(Sc1nnc(Cc2ccc([N+](=O)[O-])cc2)o1)C(N)=O (stereo unspecified)
 : -2	0	-3	-1	0.2	1	13	0	-7
[24] Cc1cccn2cc(COc3cccc([N+](=O)[O-])c3)nc12
 : -2	-3	-2	-4	1.4	2	6	-6	-6
[25] Cc1[nH]n(-c2ccccc2)c(=O)c1C(C[N+](=O)[O-])c1ccc(Br)cc1 (stereo unspecified)
 : -4	10	9	9	1.7	8	11	11	16
[26] Cc1ccc(-c2cc(=O)[nH]c3ccccc23)cc1
 : -3	5	7	2	6.0	0	2	-5	-11
[27] COc1ccc(CCNC(=O)Cn2nnc(C(=O)Nc3ccc(Br)cc3)c2N)cc1OC
 : 3	-2	12	0	-0.9	6	0	-9	7
[28] CCCCN1C(=O)C(CC(=O)NCc2cccs2)CC(C(=O)N2CCOCC2)=C1C (stereo unspecified)
 : 8	-1	0	-14	-1.9	5	7	4	-12
[29] COCCNc1nc(NCCOc2ccccc2)c2sc(-c3ccccc3)cc2n1
 : -6	-2	8	0	.	3	-3	-9	3
[30] Cc1cc(NC(=O)COc2ccc(N(C)S(=O)(=O)c3ccccc3)cc2)no1
 : -1	-2	3	-8	-0.8	4	7	-10	-5
[31] Cc1ccc(N(C(=O)c2csnn2)C(C(=O)NC(C)(C)C)c2cccnc2)cc1C (stereo unspecified)
 : -6	-2	4	-6	-4.0	2	5	0	2
[32] CCn1c2ccccc2c2cc([N+](=O)[O-])ccc21
 : -1	-9	-16	1	-1.1	-2	3	5	-7
[33] O=C(CSc1nc2ccccc2[nH]1)N1c2ccccc2Sc2ccccc21
 : 2	-6	2	-5	0.6	3	12	-10	-23
[34] O=C(COc1ccc2c(-c3ccccc3)cc(=O)oc2c1)NCC(O)c1ccccc1 (stereo unspecified)
 : 3	2	-1	-15	-1.0	0	-9	0	16
[35] N#Cc1cc2cc3c(cc2nc1SCC(=O)OC1CCCCC1)OCO3
 : 3	-1	-8	-6	1.4	1	-5	0	20
[36] O=C(NC1c2ccccc2-c2ccccc21)c1ccco1
 : 2	-11	2	-4	0.1	0	2	7	7
[37] Cc1cc(C)cc(NC(=O)C(NCC2CCCO2)c2ccccc2)c1 (stereo unspecified)
 : 7	-4	5	-10	-2.5	1	1	-3	1
[38] C[C@H](CO)N1C[C@H](C)[C@H](CN(C)Cc2ccncc2)Oc2ccc(NC(=O)Nc3ccc(C(F)(F)F)cc3)cc2CC1=O
 : 6	0	4	13	3.0	2	8	-2	-3
[39] COc1ccc(C(C)=O)cc1COC(=O)CCNS(=O)(=O)c1ccc(C(C)=O)cc1
 : -5	0	-3	14	0.8	3	-2	-1	5
[40] COc1ccc(C(=O)C2CCCN(C(=O)c3cc(C4CC4)[nH]n3)C2)c(C)c1 (stereo unspecified)
 : -5	4	7	-7	-1.3	7	6	-4	-12

# Results in M4 PAM and M1 antag (two entries from above):
no.	SMILES	M4 PAM	M1 antag
21	COc1ccccc1Oc1nc(-c2ccccc2)cc(C)c1S(C)(=O)=O	6	-9
22	C[C@@H]1CCC(=O)N(C[C@@H](C)CSc2ccc(Br)cc2)CC1	3	3

# Remaining list, next part
41	CC(C)(O)C#Cc1ccc(C(=O)NC2CCCCC2)s1
42	CCOC(=O)N1CCN(C(=O)CNCc2cccs2)CC1
43	CC(C(=O)NCc1ccccc1Cl)n1cc([N+](=O)[O-])cn1 (stereo unspecified)
44	O=c1c(C(c2nnnn2C2CCCCC2)N2CCCCC2)coc2ccc(Cl)cc12 (stereo unspecified)
45	CC(=O)Nc1ccc(OC/C=C(\C)Cl)cc1
46	CCOC(=O)c1c(CN2CCOCC2)n(-c2ccccc2)c2cc(Br)c(O)c(CN(C)C)c12
47	O=C(COc1ccc(S(=O)(=O)NCCc2ccccc2)cc1)N1CCCC1
48	Brc1ccc(CSc2nccn2-c2ccccc2)cc1

assay / entry	41	42	43	44	45	46	47	48
M4 PAM	1	-3	-1	-5	1	-12	-7	-1
CHRM5 agonist	2	-5	0	1	1	1	1	-10
M5 antag	-6	-6	2	-2	5	5	10	-6
CHRM4 antagonist	-6	-6	15	12	-1	-4	9	3
CRFBP-R2 agonist	-0.2	-0.1	-0.9	-0.2	-0.8	-4.5	-0.8	0.4
M4 ag	2	0	1	1	1	8	2	-1
M1 PAM	17	6	7	-4	12	2	6	4
M5 PAM	2	1	-1	2	0	-14	-4	-1
M1 antag	-8	-9	-11	4	-16	-4	-5	-8

49	C#CCOCCOCCOCCNc1nc(N2CCN(C(=O)[C@H](CO)n3cc([C@@H](N)C(C)C)nn3)CC2)nc(N2CCN(C(=O)[C@H](CCCCN)n3cc([C@@H](N)[C@H](C)CC)nn3)CC2)n1
50	Cc1nc2ccccc2n1CC(=O)OCC(=O)Nc1ccc2c(c1)OCCO2
51	O=S(=O)(C(=CNc1ccccc1)S(=O)(=O)c1ccccc1)c1ccccc1
52	Cn1c(-c2ccc([N+](=O)[O-])cc2)nc2ccccc21
53	CC1(C)CC(=O)C=C(NCCN2CCN(C(=O)Nc3ccc(Cl)cc3)CC2)C1
54	O=C(Nc1ccccc1Oc1ccsc1C(=O)O)c1ccccc1
55	CCCCN1C(=O)C2Cc3c([nH]c4ccccc34)CN2C1=S (stereo unspecified)
56	O=C(CN1CCCCC1)Nc1ccc(S(=O)(=O)N2CCCCCC2)cc1
57	CCn1c(-c2ccc[nH]c2=O)nc2ccccc21

assay / entry	49	50	51	52	53	54	55	56	57
M4 PAM	3	2	2	3	1	-6	9	-13	2
CHRM5 agonist	-1	-3	0	-4	-3	0	0	-6	0
M5 antag	8	-1	7	3	3	16	-1	1	6
CHRM4 antagonist	-2	11	10	-6	-1	-1	-3	12	0
CRFBP-R2 agonist	-2.2	-0.2	-0.7	-0.9	-0.8	1.6	3.1	-0.5	0.6
M4 ag	3	2	1	0	1	12	6	1	0
M1 PAM	-4	2	2	6	3	-3	4	-15	-5
M5 PAM	2	0	-1	4	2	-8	-3	3	-4
M1 antag	-2	2	-2	-4	-8	-4	0	16	2

# An excerpt from above in order of SMILES length, high to low:
51	O=S(=O)(C(=CNc1ccccc1)S(=O)(=O)c1ccccc1)c1ccccc1
50	Cc1nc2ccccc2n1CC(=O)OCC(=O)Nc1ccc2c(c1)OCCO2
56	O=C(CN1CCCCC1)Nc1ccc(S(=O)(=O)N2CCCCCC2)cc1
55	CCCCN1C(=O)C2Cc3c([nH]c4ccccc34)CN2C1=S (stereo unspecified)
54	O=C(Nc1ccccc1Oc1ccsc1C(=O)O)c1ccccc1
57	CCn1c(-c2ccc[nH]c2=O)nc2ccccc21
48	Brc1ccc(CSc2nccn2-c2ccccc2)cc1

assay / entry	51	50	56	55	54	57	48
M4 PAM	2	2	-13	9	-6	2	-1
CHRM5 agonist	0	-3	-6	0	0	0	-10
M5 antag	7	-1	1	-1	16	6	-6
CHRM4 antagonist	10	11	12	-3	-1	0	3
CRFBP-R2 agonist	-0.7	-0.2	-0.5	3.1	1.6	0.6	0.4
M4 ag	1	2	1	6	12	0	-1
M1 PAM	2	2	-15	4	-3	-5	4
M5 PAM	-1	0	3	-3	-8	-4	-1
M1 antag	-2	2	16	0	-4	2	-8
